Screening results deposited in PubChem BioAssay by Southern Research Specialized Biocontainment Screening Center.
UTI89 phage lysis: inhibition of K1F phage lysis, E. coli UTI89, bacterial capsule biogenesis inhibitors, alamar blue (AID 488966) | E. coli UTI89 K1F phage lysis, alamar blue, 2 h; higher % means a stronger effect | inhibition, % at 100 µM, or IC50 in µM where a hit was titrated | 340,000 compounds, 0.02% hits;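 active = phage lysis inhibition, versus mean bacterial control, above a set limit; inconclusive = no clear call, values can overlap the other calls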;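 also: capsule biogenesis inhibitors block K1F phage lysis so surviving cells raise fluorescence; higher fluorescence means more inhibition of phage lysis; actives were called in the ten point dose series up to 300 µM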
MgcRacGAP inhibition: MgcRacGAP GTPase-activating activity inhibitors, confirmation, biochemical, ADP Hunter fluorescence. MgcRacGAP-stimulated Rac1 GTP hydrolysis, ADP Hunter fluorescence; higher % means a stronger effect; GST-tagged Rac1 F28L mutant substrate. inhibition, % at 30 µM, or IC50 in µM where a hit was titrated. 340,000 compounds, 0.6% hits. AID 624330;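 active = first-screen hits whose inhibition reached a set limit at any dose in the follow-up dose series; inconclusive = inhibition above the set first-screen limit but never retested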;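 also: fluorescence reports GDP produced by GAP-driven GTP hydrolysis; strong numbers were not always called active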
Dengue-2 NS5 capping: flavivirus cap methylation enzyme inhibition – biochemical, confirmation dose response, primary screen (AID 588689); Dengue-2 NS5 methyltransferase capping enzyme assay, biochemical; higher % means a stronger effect; inhibition, % at 25 µM; hits with a dose series show IC50 in µM; 340,000 compounds, 0.3% hits; in the data active = a potency from the dose series; inconclusive = inhibition above about 29% without an active follow-up result
Dengue-2 NS5 capping pilot replicate: recorded beside Dengue-2 NS5 capping, whose call it bears; inhibition, %; measured here: pilot screen replicate inhibition
An asterisk follows results filed as active; i = inactive; ? = inconclusive; [ ] = dose if it differs, or a comment.

SMILES | UTI89 phage lysis | MgcRacGAP inhibition | Dengue-2 NS5 capping | others
COc1ccc(-c2nn(-c3ccccc3)cc2CNC[C@H]2O[C@@H](n3cnc4c(N)ncnc43)[C@H](O)[C@@H]2O)cc1 | 0.0% | 4% | -3% | Dengue-2 NS5 capping pilot replicate=0.9
O=C(CN1CCN(C2CCS(=O)(=O)C2)CC1)N1N=C(c2ccc(Cl)cc2)CC1c1ccco1 (stereo not given) | 0.1%[50 µM] | 3% | -1%
O=C(COC(=O)Cc1c(F)cccc1Cl)NCc1ccc2c(c1)OCO2 | -2.6% | 2% | 0%
CCOC(=O)c1c(C)[nH]c(C(=O)COC(=O)[C@H](C)N2C(=O)C3CCCCC3C2=O)c1C (stereo not given in full) | 0.4% | 7% | 5%
CN(C)S(=O)(=O)c1cccc(NC(=O)COC(=O)[C@H](Cc2ccccc2)NC(=O)c2ccco2)c1 | 0.5% | -1% | 5%
CN(CC(=O)Nc1ccccc1Br)CC(=O)NC(c1ccccc1)c1ccccc1 | -0.4%[50 µM] | 2% | 6%
CC(C)NC(=O)N(C)C[C@H]1Oc2c(NS(=O)(=O)c3cn(C)cn3)cccc2C(=O)N([C@H](C)CO)C[C@@H]1C | 1.2% | -3% | 1%
O=C1OC(c2ccc3ccccc3c2O)(c2ccc3ccccc3c2O)c2ccccc21 | -3.3% | 9% | 19µM*
CN(C(=O)CN1C(=O)c2ccc([N+](=O)[O-])cc2C1=O)C1CCCCC1 | 0.0% | 4% | -4%
O=[N+]([O-])c1ccc(CSc2ccc(S(=O)(=O)N3CCOCC3)cn2)cc1 | 0.8%[50 µM] | 10% | 0%
COc1ccc(CNC(=O)C[C@H]2C[C@H](C(=O)N(C(C)C)C(C)C)[C@@]3(C)c4[nH]c5cc(CCC(=O)N(C)C)ccc5c4CCN3C2=O)cc1OC | -0.1% | 11% | -6% | Dengue-2 NS5 capping pilot replicate=3.3
CCOc1ccc(Br)cc1S(=O)(=O)Nc1ccc(S(=O)(=O)Nc2cc(C)on2)cc1 | -1.0% | -2% | 8%
COc1ccc2nc(SC(C)C(=O)NC3CCCCC3)[nH]c2c1 (stereo not given) | 0.3%[50 µM] | 3% | -5%
OCC1OC(O)CC(O)C1O (stereo not given) | -3.6% | 5% | 4%
COc1ccc(-c2oc3cc(OC(C)=O)cc(OC(C)=O)c3c(=O)c2OC)cc1 | 2.4% | 3% | 3%
CC(C)(C)c1ccc(S(=O)(=O)N2CCNC(=O)C2)cc1 | -2.2% | 0% | -5%
COc1ccc(OCC(=O)N(C)CC2COc3ccccc3O2)cc1 (stereo not given) | 1.1%[50 µM] | 4% | -5%
COc1ccccc1CNC(=O)CN(C)CC(=O)Nc1ccc(F)c(F)c1F | 1.0%[50 µM] | 0% | -2%
CN(C(=O)CSc1nc2ccccc2c(=O)n1C)C1CCS(=O)(=O)C1 (stereo not given) | 2.3% | -1% | 0%
Cc1ccc(C(=O)NCC(=O)OC(C)C(=O)Nc2ccccc2[N+](=O)[O-])s1 (stereo not given) | 0.8%[50 µM] | -1% | 0%

Of the compounds above, 2 contain fluorine:
SMILES | UTI89 phage lysis | MgcRacGAP inhibition | Dengue-2 NS5 capping | others
O=C(COC(=O)Cc1c(F)cccc1Cl)NCc1ccc2c(c1)OCO2 | -2.6% | 2% | 0%
COc1ccccc1CNC(=O)CN(C)CC(=O)Nc1ccc(F)c(F)c1F | 1.0%[50 µM] | 0% | -2%

Other structures:
SMILES | UTI89 phage lysis | MgcRacGAP inhibition | Dengue-2 NS5 capping | others
CCc1c(N)nc(N)nc1Nc1ccc(C)c(C)c1 | 4.8% | 4% | 10%
CC(=O)N1CCN(C(=O)CSc2ncnc3sc(C)c(C)c23)CC1 | -1.9% | 19% | 16%
COc1ccc(Cl)cc1C(=O)OCC(=O)NC1CCCC(C)C1C (stereo not given) | 0.3%[50 µM] | 8% | 5%
CC(C)(C)OC(=O)C[C@@H]1C/C=C\C[C@H](CC(=O)N(CCO)Cc2ccccc2)C(=O)N[C@@H](c2ccccc2)COC1=O | -1.1% | 0% | -1%
CCCCN(C(=O)c1cc(S(=O)(=O)N2CCOCC2)ccc1F)c1c(N)n(CCCC)c(=O)[nH]c1=O | 1.0%[50 µM] | 5% | 0%
O=C(CCN1CCN(Cc2ccccc2)CC1)NNC(=O)c1cc2ccccc2o1 | 2.6%[50 µM] | 7% | -4%
COc1ccc(N2CCN(C(=O)c3cc(S(=O)(=O)N4CCCCCC4)ccc3OC)CC2)cc1 | 3.0%[50 µM] | 18% | -3%
CCCCCCCCCCCCCCCCCCNc1ccn(C2OC(COP(=O)(O)OCC3OC(n4cc(F)c(=O)[nH]c4=O)CC3O)C(O)C2O)c(=O)n1 (stereo not given) | 2.2% | -4% | 16%
Cn1c(N)c(C(=O)COC(=O)c2cccc(S(=O)(=O)N3CCOCC3)c2)c(=O)n(C)c1=O | -2.0% | 1% | 1%
CCn1nc(C(=O)NNC(=O)C(Cc2ccccc2)NC(N)=O)c2ccccc2c1=O (stereo not given) | -2.1% | 2% | -4%
CN(CC(=O)Nc1ccccc1Cl)CC(=O)N(C)c1c(N)n(Cc2ccccc2)c(=O)[nH]c1=O | -2.8% | 1% | -3%
COc1ccc(N2CC(C(=O)NCc3n[nH]c(=O)c4ccccc34)CC2=O)cc1 (stereo not given) | 0.8%[50 µM] | 4% | -1%
CC(O)c1cccc(-c2ccc(CN3C[C@]4(CO)O[C@@H](CO)C[C@@H]4S3(=O)=O)cc2)c1 (stereo not given in full) | 0.1% | 3% | -4%
O=C(Oc1cccc2c(O)cccc12)c1ccco1 | 0.3% | ? | 9%
C[C@]12c3[nH]c4ccccc4c3CCN1C(=O)C(CC(=O)NCC13CC4CC(CC(C4)C1)C3)C[C@@H]2C(=O)N1CCCCC1 (stereo not given in full) | 0.5% | 7% | 5% | Dengue-2 NS5 capping pilot replicate=-2.7
Cc1nc(SCc2nc3ccccc3[nH]2)c2oc3ccc(Br)cc3c2n1 | 3.6% | 8% | -6%
CCc1ccc(NC(=O)C(C)OC(=O)CCN2C(=O)C3CC=CCC3C2=O)cc1 (stereo not given) | 0.7%[50 µM] | 3% | -5%
CCN1C[C@@H]2[C@@H]3C(=O)N(Cc4ccccc4)C(=O)[C@@H]3[C@](Cc3ccccc3)(C1=O)N2C(=O)c1ccccc1 | 0.4% | 6% | 1%
Cc1ccc(S(=O)(=O)N(C)c2ccc(OCC(=O)OCc3nnc(-c4ccccc4)o3)cc2)cc1 | 0.6%[50 µM] | 4% | 13%
Cc1cccc(C2=NN(c3ccccc3)[C@H](CO)[C@H]2c2ccc(F)cc2)c1 | 0.4% | 5% | -4% | Dengue-2 NS5 capping pilot replicate=-3.3
CN(C)CCCNC(=O)C[C@H]1C[C@H](C(=O)N2CCCCC2)[C@@]2(CCc3ccccc3)c3[nH]c4ccc(Cl)cc4c3CCN2C1=O | 0.0% | 8% | -5% | Dengue-2 NS5 capping pilot replicate=-7.0
CN1C(=O)N(CC(=O)Nc2cccc(S(=O)(=O)N(C)c3ccccc3)c2)C(=O)C12CCCCC2 | 0.8%[50 µM] | 8% | -11%
CCN1CCN(c2ccc(S(=O)(=O)N3CCCCC3)cc2NC(=O)CCNC(C)=O)CC1 | 1.5%[50 µM] | 9% | -3%
CC(NC(=O)c1cccc(S(=O)(=O)N(C)c2ccccc2)c1)c1cccnc1 (stereo not given) | 0.6%[50 µM] | 1% | -7%
Cc1cc2nccnc2cc1C | 1.6% | -2% | 2%
Nc1nc(SCc2ccccn2)c2ncn(C3CCCC3)c2n1 | -2.9% | 4% | 2%
CC(C)CC1NC(=O)N(CC(=O)N(C)C2CCCCC2)C1=O (stereo not given) | 0.9%[50 µM] | 5% | -5%
COc1ccc(CC(=O)Nc2cc(S(=O)(=O)N3CCOCC3)ccc2N2CCOCC2)cc1OC | 0.7%[50 µM] | 6% | 2%
COc1cc(/C=C(\CC(=O)O)c2nc3ccccc3s2)ccc1OCC(=O)Nc1ccccc1F | 0.3%[50 µM] | 7% | 6%
CCOC(=O)Nc1ccc2c(CN3CCN(S(=O)(=O)c4ccccc4F)CC3)cc(=O)oc2c1 | 0.7%[50 µM] | 8% | 1%
O=C(CC1(O)CCCCC1)OC1CCCC1 | -2.0% | 4% | 0%
CC(Sc1ccc(S(=O)(=O)N2CCOCC2)cn1)c1ccccc1Cl (stereo not given) | 3.1% | 4% | -1%
COc1cccc(/C=N/NC(=O)c2ccc(-n3cnnn3)cc2)c1 | 0.7%[50 µM] | 3% | -4%
Nc1c(N(CCC2=CCCCC2)C(=O)COc2ccc(F)cc2Cl)c(=O)[nH]c(=O)n1Cc1ccccc1 | 0.2%[50 µM] | 6% | -4%
Cc1noc(C)c1C(=O)Nc1cc(S(=O)(=O)N2CCCCC2)ccc1N(C)C | 0.4%[50 µM] | 1% | -1%
O=C(C[C@H]1C[C@H](C(=O)N2CCOCC2)[C@@]2(CCC3CCCC3)c3[nH]c4cc(-c5ccco5)ccc4c3CCN2C1=O)NCCCn1ccnc1 | 0.4% | 10% | -1%
Nc1cc(Cl)ccc1C(=O)OCC(=O)NCc1cccs1 | 0.3%[50 µM] | 8% | 1%
COc1ccc(C(C)(C)C)cc1NC(=O)COc1ccc(-c2nnco2)cc1 | 0.7%[50 µM] | 1% | -15%
O=C(CNS(=O)(=O)c1cccc(C(F)(F)F)c1)NC1CCCCCC1 | 1.4% | 1% | -6%
CC[C@@H]1C/C=C\Cc2ccccc2[C@H](C(=O)C[C@@H](O)CC(C)=O)OC1=O | 0.7% | 1% | -10%

Random excerpt: 3 compounds from above, in no set order.
SMILES | UTI89 phage lysis | MgcRacGAP inhibition | Dengue-2 NS5 capping | others
CCN1CCN(c2ccc(S(=O)(=O)N3CCCCC3)cc2NC(=O)CCNC(C)=O)CC1 | 1.5%[50 µM] | 9% | -3%
O=C(CC1(O)CCCCC1)OC1CCCC1 | -2.0% | 4% | 0%
CCOc1ccc(Br)cc1S(=O)(=O)Nc1ccc(S(=O)(=O)Nc2cc(C)on2)cc1 | -1.0% | -2% | 8%

(more compounds)
SMILES | UTI89 phage lysis | MgcRacGAP inhibition | Dengue-2 NS5 capping | others
Cc1ccc(NC(=O)CN2C(=O)NC(C)(C)C2=O)cc1S(=O)(=O)N1CCCCCC1 | 0.8%[50 µM] | 16% | -10%
C=CCN1C(c2ccc(Br)cc2)=CS/C1=C(\C#N)c1nnc(N2CCOCC2)n1-c1ccccc1 | -1.8% | 7% | -15%
CCN(CC)C(=O)[C@H]1C[C@H](CC(=O)NCCCN(C)C)C(=O)N2CCc3c([nH]c4ccc(Cl)cc34)[C@]12C | 0.0% | 5% | -6% | Dengue-2 NS5 capping pilot replicate=-5.5
O=C(Cn1ncc(Cl)c(Cl)c1=O)c1ccc2c(c1)OCCO2 | i | 6% | -13%
O=C(CCN1CCOCC1)NNC(=O)c1ccc([N+](=O)[O-])cc1[N+](=O)[O-] | -1.5% | 3% | 7%
CN(C(=O)C1CCCCN1S(=O)(=O)c1ccccc1)c1ccccc1 (stereo not given) | 1.8% | -1% | 6%
COc1ccc(C=C2NC(=S)NC2=O)cc1 | 4.1% | 14% | -2%
COc1cc(C=O)ccc1OCc1cn(CC(=O)c2ccc(O)cc2)nn1 | 0.2% | 7% | -3%
COc1ccccc1CNC(=O)CCNS(=O)(=O)/C=C/c1ccc(C)cc1 | 0.2%[50 µM] | -1% | 2%
CC(Nc1cccc(C(=O)NC2CC2)c1)c1nnc(-c2ccccc2)o1 (stereo not given) | 0.4% | 1% | -8%
O=c1cc(-c2ccc(OCc3ccccc3)cc2)oc2cc(OCc3ccccc3)cc(OCc3ccccc3)c12 | 0.0% | 9% | 2% | Dengue-2 NS5 capping pilot replicate=4.5
C[C@H](CO)N1C[C@H](C)[C@@H](CN(C)C(=O)Nc2ccccc2)Oc2c(NC(=O)Cc3ccccc3)cccc2C1=O | 1.7% | 6% | -4%
O=C1COc2ccc(C(=O)COC(=O)Cc3c(F)cccc3Cl)cc2N1 | 2.2%[50 µM] | 8% | -1%
CC(=O)[C@@]1(O)CCC2C3CC[C@H]4C[C@@H](O)CC[C@]4(C)C3CC[C@@]21C (stereo not given in full) | -3.9% | -2% | -6%
CCCCN1C(=N)N([C@@H](C)CN2CCC[C@H]2CN2C(N)=NC[C@@H]2Cc2ccccc2)C[C@H]1Cc1ccccc1 | ? | 7% | -2%
CC(C)NC(=O)Nc1cccc2c1O[C@H](CN(C)S(=O)(=O)c1cccs1)[C@@H](C)CN([C@H](C)CO)C2=O | 0.0% | -2% | -5% | Dengue-2 NS5 capping pilot replicate=-3.4
CC[C@]12c3[nH]c4cc(-c5ccco5)ccc4c3CCN1C(=O)[C@@H](CC(=O)NCC13CC4CC(CC(C4)C1)C3)C[C@@H]2C(=O)N1CCN(C(=O)c2ccco2)CC1 | -0.1% | -2% | 1% | Dengue-2 NS5 capping pilot replicate=-1.2
C=C(Br)CN1[C@@H](Cc2ccccc2)[C@H](O)[C@@]23C=C[C@@H](C[C@@H]2S1(=O)=O)O3 | 4.3% | 4% | -6%

A portion of the library; the hit share may differ from the screen's.
